Assay outcomes as filed in PubChem BioAssay.
H37Rv inhibition = M. tuberculosis growth inhibition, HTS (AID 449762); 330,000 compounds, 0.59% hits; one-dose inhibition, % at 25 µM; IC50 in µM for titrated hits; M. tuberculosis H37Rv growth inhibition, 7H9 media; higher % means a stronger effect; in the data active = a potency from the dose series; inconclusive = inhibition above about 70% without an active follow-up result;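 note: bacterial growth assessed after seven days of incubation; strong numbers were not always called active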
M. tuberculosis = growth inhibition of non-replicating M. tuberculosis (AID 488890); Mycobacterium tuberculosis non-replicating, growth inhibition; higher % means a stronger effect; inhibition, % at 25 µM; hits with a dose series show IC50 in µM; 320,000 compounds, 0.39% hits; in the data active = a potency from the dose series; inconclusive = inhibition mostly from about 82% at the one dose, without a potency; inactive = the rest, 99 in 100 with inhibition below about 76%;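 note: plate controls were DMSO cells for no effect and high antibiotic wells for full effect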
VEEV TC-83 Vero = inhibitors of VEEV TC-83 cytopathic effect, confirmation, Vero cells (AID 588727); Vero cells, VEEV TC-83 cytopathic effect inhibition; higher % means a stronger effect; inhibition, % at 20 µM, or IC50 in µM where a hit was titrated; 350,000 compounds, 0.13% hits; in the data active = a potency from the dose series; inconclusive = inhibition mostly from about 14% at the one dose, without a potency; inactive = the rest, 99 in 100 with inhibition below about 12%; note: strong numbers were not always called active
Salmonella PhoP GFP = PhoP regulon inhibitors, Salmonella typhi PhoP promoter GFP reporter, confirmatory (AID 1850); Salmonella Typhi PhoP-promoter GFP reporter, fluorescence, 4 h; higher % means a stronger effect; inhibition, % at 50 µM, or IC50 in µM where a hit was titrated; 310,000 compounds, 0.33% hits; in the data active = a potency from the dose series; inconclusive = inhibition mostly from about 25% at the one dose, without a potency; inactive = the rest, 99 in 100 with inhibition below about 19%;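 note: 0% = induced wells with vehicle and 100% = uninduced wells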
H1N1 NS1A inhibition = H1N1 influenza NS1A inhibitors, functional cell based assay (AID 504329) | 340,000 compounds, 0.3% hits | NS1A functional cell-based assay, percent inhibition; higher % means a stronger effect | inhibition, % at 12.5 µM; hits with a dose series show IC50 in µM; in the data active = a potency from the dose series; inconclusive = inhibition above about 27% without an active follow-up result; note: strong numbers were not always called active
Active calls of the source: *.

For CC1(C)CC(NCc2ccncc2)CC(C)(C)N1 the results were H37Rv inhibition 1%, M. tuberculosis -7%, VEEV TC-83 Vero 0.9%, Salmonella PhoP GFP 16% and H1N1 NS1A inhibition 3%.
For COCCCN(C(=O)c1cc(Cl)nc2ccccc12)c1c(N)n(Cc2ccccc2)c(=O)[nH]c1=O the results were VEEV TC-83 Vero 1.9% and H1N1 NS1A inhibition -1%.
O=C(COC(=O)Cc1ccc(F)cc1)NC(=O)c1ccccc1 was read as H37Rv inhibition -5%, M. tuberculosis -2%, VEEV TC-83 Vero 2.2%, Salmonella PhoP GFP 7% and H1N1 NS1A inhibition -6%.
O=C(c1ccco1)N1CCN(c2nc(C3CC3)nc3c2nnn3Cc2ccccc2Cl)CC1 was read as H37Rv inhibition inconclusive, M. tuberculosis 32%, VEEV TC-83 Vero 7.5%, Salmonella PhoP GFP -11% and H1N1 NS1A inhibition 10%.
`CCNc1ccc(C(=O)OCC)cc1NC(=O)c1cc(S(=O)(=O)N2CCOCC2)ccc1C` gave H37Rv inhibition -6%, M. tuberculosis 6%, VEEV TC-83 Vero 0.3%, Salmonella PhoP GFP -4% and H1N1 NS1A inhibition -9%.
`COc1ccc(C(=O)N=c2sc3ccccc3n2C)cc1OC` gave H37Rv inhibition -6%, M. tuberculosis -25%, VEEV TC-83 Vero 10%, Salmonella PhoP GFP -1% and H1N1 NS1A inhibition -5%.
COc1ccc(NC(C)=O)cc1NC(C)C(=O)Nc1cc(C(F)(F)F)ccc1N1CCOCC1 (stereo unspecified) was read as H37Rv inhibition -2%, M. tuberculosis -3%, VEEV TC-83 Vero 0.0%, Salmonella PhoP GFP -5% and H1N1 NS1A inhibition 11%.
For OCCN1CCN(Cc2ccc3ccccc3c2)CC1 the results were H37Rv inhibition 2%, M. tuberculosis 1%, VEEV TC-83 Vero 0.8%, Salmonella PhoP GFP -5% and H1N1 NS1A inhibition -14%.
O=C(COc1ccc2ccccc2c1)Nc1ccc(Br)cc1C(=O)O was read as H37Rv inhibition 3%, M. tuberculosis inconclusive, VEEV TC-83 Vero 8.2%, Salmonella PhoP GFP -4% and H1N1 NS1A inhibition 16%.
Screening CCN(C[C@H]1N[C@@](Cc2ccccc2)(C(=O)OC)[C@H]2C(=O)N(C)C(=O)[C@@H]12)S(=O)(=O)c1ccc(OC(F)(F)F)cc1 returned H37Rv inhibition 6%, M. tuberculosis 28%, VEEV TC-83 Vero 4.7% and H1N1 NS1A inhibition -7%.
For Cc1noc(C)c1S(=O)(=O)N1CCC(C(=O)c2ccccc2)CC1 the results were H37Rv inhibition -6%, M. tuberculosis 0%, VEEV TC-83 Vero inactive, Salmonella PhoP GFP -1% and H1N1 NS1A inhibition 1%.
COc1nc(N2CCOCC2)nc(C)c1[N+](=O)[O-] was read as H37Rv inhibition -3%, M. tuberculosis -11%, VEEV TC-83 Vero 0.1%, Salmonella PhoP GFP -8% and H1N1 NS1A inhibition 7%.
For CCc1noc(C)c1C(=O)N1CCSC1=Nc1cccc(Cl)c1C the results were H37Rv inhibition -10%, M. tuberculosis -6%, VEEV TC-83 Vero 2.1%, Salmonella PhoP GFP -7% and H1N1 NS1A inhibition -4%.
Screening OCCN=C(c1ccccc1)C12CN3CN(CN(C3)C1)C2 returned H37Rv inhibition 1%, M. tuberculosis 15%, VEEV TC-83 Vero 0.6%, Salmonella PhoP GFP -4% and H1N1 NS1A inhibition -9%.
Screening COCCNC(=O)C(=O)N/N=C(\C)CC(=O)Nc1cccc(C(F)(F)F)c1 returned H37Rv inhibition -1%, M. tuberculosis 8%, VEEV TC-83 Vero inactive, Salmonella PhoP GFP -15% and H1N1 NS1A inhibition 0%.
`CCCCOc1ccc(C(=O)NCC(=O)NCCOc2ccccc2)cc1` gave H37Rv inhibition -3%, M. tuberculosis -13%, VEEV TC-83 Vero 1.2%, Salmonella PhoP GFP 4% and H1N1 NS1A inhibition -6%.
COc1ccccc1-n1c(C)nc2cc(C(=O)O)ccc21 was read as H37Rv inhibition 6%, M. tuberculosis 7%, VEEV TC-83 Vero 0.7%, Salmonella PhoP GFP -2% and H1N1 NS1A inhibition -6%.
N#Cc1ccccc1OCC(=O)NNC(=O)CNC(=O)c1cccc(Br)c1 was read as H37Rv inhibition -4%, M. tuberculosis -19%, VEEV TC-83 Vero 2.8% and H1N1 NS1A inhibition 9%.
CC1CCN(c2nnc(-c3cccs3)c3ccccc23)CC1 was read as H37Rv inhibition 19%, M. tuberculosis inconclusive, VEEV TC-83 Vero inactive, Salmonella PhoP GFP 20% and H1N1 NS1A inhibition 10%.
Screening CCOc1cccc(C2/C(=C(/O)c3ccc4c(c3)CC(C)O4)C(=O)C(=O)N2Cc2cccnc2)c1 (stereo unspecified) returned H37Rv inhibition -5%, M. tuberculosis -1%, VEEV TC-83 Vero 2.2%, Salmonella PhoP GFP 2% and H1N1 NS1A inhibition 3%.
Screening N#C/C(=C\c1cn(CCOc2ccccc2)c2ccccc12)C(=O)NCC1CCCO1 (stereo unspecified) returned H37Rv inhibition inconclusive, M. tuberculosis 26%, VEEV TC-83 Vero inactive, Salmonella PhoP GFP -4% and H1N1 NS1A inhibition 7%.
Screening CC(/C=N/Nc1ncc(C)c(=O)[nH]1)=C\c1ccccc1 returned H37Rv inhibition -5%, M. tuberculosis 4%, VEEV TC-83 Vero 1.7%, Salmonella PhoP GFP -4% and H1N1 NS1A inhibition 4%.
`CCOC(=O)C(C)n1cnc2c(nnn2Cc2ccc(Cl)cc2)c1=O` (stereo unspecified) gave H37Rv inhibition -2%, M. tuberculosis 10%, VEEV TC-83 Vero 0.1%, Salmonella PhoP GFP -10% and H1N1 NS1A inhibition 21%.
For CN(/C=C/C(=C/C=[N+](C)c1ccccc1)OCCCS(=O)(=O)[O-])c1ccccc1 the results were H37Rv inhibition 6%, M. tuberculosis 3%, VEEV TC-83 Vero inactive, Salmonella PhoP GFP -9% and H1N1 NS1A inhibition 3%.

4 records picked at random from those above, as already listed:
Screening CC(/C=N/Nc1ncc(C)c(=O)[nH]1)=C\c1ccccc1 returned H37Rv inhibition -5%, M. tuberculosis 4%, VEEV TC-83 Vero 1.7%, Salmonella PhoP GFP -4% and H1N1 NS1A inhibition 4%.
`CCCCOc1ccc(C(=O)NCC(=O)NCCOc2ccccc2)cc1` gave H37Rv inhibition -3%, M. tuberculosis -13%, VEEV TC-83 Vero 1.2%, Salmonella PhoP GFP 4% and H1N1 NS1A inhibition -6%.
N#Cc1ccccc1OCC(=O)NNC(=O)CNC(=O)c1cccc(Br)c1 was read as H37Rv inhibition -4%, M. tuberculosis -19%, VEEV TC-83 Vero 2.8% and H1N1 NS1A inhibition 9%.
COc1ccccc1-n1c(C)nc2cc(C(=O)O)ccc21 was read as H37Rv inhibition 6%, M. tuberculosis 7%, VEEV TC-83 Vero 0.7%, Salmonella PhoP GFP -2% and H1N1 NS1A inhibition -6%.

The results go on:
`CCOC(=O)c1cccc(NC(=O)C2CCN(c3ncnc4c3nc3n4CCCCC3)CC2)c1` gave H37Rv inhibition 6%, M. tuberculosis 50%, VEEV TC-83 Vero 5.9%, Salmonella PhoP GFP -17% and H1N1 NS1A inhibition -6%.
CCc1ccc(NC(=O)CCCNC(=O)Cn2cnc3sc(C)c(C)c3c2=O)cc1 was read as H37Rv inhibition 3%, M. tuberculosis -21%, VEEV TC-83 Vero inactive, Salmonella PhoP GFP 6% and H1N1 NS1A inhibition -3%.
Screening N=c1n(CCc2ccccc2)c2ccccc2n1Cc1ccccc1F returned H37Rv inhibition 14%, M. tuberculosis 68%, VEEV TC-83 Vero inactive, Salmonella PhoP GFP 9% and H1N1 NS1A inhibition -9%.
O=C(COC(=O)c1ccccc1Br)NC(=O)NCc1ccccc1 was read as H37Rv inhibition 9%, M. tuberculosis 68%, VEEV TC-83 Vero 4.6% and H1N1 NS1A inhibition -12%.
OCC1CN1C1CCCCC1 (stereo unspecified) was read as VEEV TC-83 Vero inactive and H1N1 NS1A inhibition 5%.
For CCC(NC(=O)c1ccccc1NC(=O)c1ccccc1)C(=O)OC (stereo unspecified) the results were H37Rv inhibition -1%, M. tuberculosis inconclusive, VEEV TC-83 Vero 0.6%, Salmonella PhoP GFP -11% and H1N1 NS1A inhibition 3%.
`COc1ccc(C2CC(c3ccc([N+](=O)[O-])cc3)=NN2C(=O)c2ccccc2)cc1OC` (stereo unspecified) gave H37Rv inhibition -2%, M. tuberculosis -4%, VEEV TC-83 Vero inactive, Salmonella PhoP GFP -7% and H1N1 NS1A inhibition 24%.
For CCOc1ccc(C2CC(c3cccc(C)c3)n3nc(N)nc3N2)cc1 (stereo unspecified) the results were H37Rv inhibition -2%, M. tuberculosis 25%, VEEV TC-83 Vero 1.5%, Salmonella PhoP GFP -6% and H1N1 NS1A inhibition -3%.
`COc1ccc(C(CNC(=O)c2cc3ccccc3cc2O)N2CCOCC2)cc1` (stereo unspecified) gave H37Rv inhibition -5%, M. tuberculosis -16%, VEEV TC-83 Vero 8.1%, Salmonella PhoP GFP 7% and H1N1 NS1A inhibition -6%.
c1ccc(-n2cnc3ccccc32)cc1 was read as H37Rv inhibition -2%, M. tuberculosis -14%, VEEV TC-83 Vero 7.7%, Salmonella PhoP GFP -1% and H1N1 NS1A inhibition -14%.
`CCOc1cc(/C=N/n2cnnc2)ccc1O` gave H37Rv inhibition -6%, M. tuberculosis -13%, VEEV TC-83 Vero 0.8%, Salmonella PhoP GFP -4% and H1N1 NS1A inhibition 6%.
COc1ccccc1C(=O)NCC(=O)n1nc(C)cc1C was read as H37Rv inhibition 1%, M. tuberculosis -7%, VEEV TC-83 Vero 1.3%, Salmonella PhoP GFP 15% and H1N1 NS1A inhibition 2%.
For N#Cc1ccc(OCC(=O)OCC(=O)c2ccc[nH]2)cc1 the results were VEEV TC-83 Vero 1.0% and H1N1 NS1A inhibition -8%.
Screening CCc1nc2c(c(=O)[nH]1)C(CC)(CC)Cc1ccccc1-2 returned H37Rv inhibition 5%, M. tuberculosis -15%, VEEV TC-83 Vero 2.4%, Salmonella PhoP GFP -4% and H1N1 NS1A inhibition 0%.
For CCOC(=O)C1(c2ccccc2)CCN(Cc2cccc(C(=O)O)c2)CC1 the results were H37Rv inhibition 0%, M. tuberculosis -3%, VEEV TC-83 Vero 0.5%, Salmonella PhoP GFP -1% and H1N1 NS1A inhibition -3%.
Screening O=C(NC(N1CCOCC1)C(Cl)(Cl)Cl)c1ccc(F)cc1 (stereo unspecified) returned H37Rv inhibition -3%, M. tuberculosis 2%, VEEV TC-83 Vero 0.8%, Salmonella PhoP GFP -2% and H1N1 NS1A inhibition 12%.
Cc1cc(C)c(C(=O)C(C)OC(=O)c2ccccn2)cc1C (stereo unspecified) was read as H37Rv inhibition -13%, M. tuberculosis 3%, VEEV TC-83 Vero 1.7%, Salmonella PhoP GFP -12% and H1N1 NS1A inhibition -8%.
`Cc1ccc(S(=O)(=O)Nc2nc(C)cc(NCCN)n2)cc1` gave H37Rv inhibition 1%, M. tuberculosis 6%, VEEV TC-83 Vero 0.4%, Salmonella PhoP GFP 1% and H1N1 NS1A inhibition 2%.
`NS(=O)(=O)c1ccc(CNC(=O)c2ccc(S(=O)(=O)C(F)F)cc2)cc1` gave H37Rv inhibition -9%, M. tuberculosis -4%, VEEV TC-83 Vero inactive, Salmonella PhoP GFP -15% and H1N1 NS1A inhibition -7%.
`O=C(NC(Nc1ccc(F)cc1)(C(F)(F)F)C(F)(F)F)c1cccnc1` gave H37Rv inhibition 1%, M. tuberculosis -4%, VEEV TC-83 Vero 0.3%, Salmonella PhoP GFP 1% and H1N1 NS1A inhibition -9%.
For Cc1cc(C)c(C#N)c(SCc2cn3c(C)cccc3n2)n1 the results were H37Rv inhibition 1%, M. tuberculosis 47%, VEEV TC-83 Vero 2.2%, Salmonella PhoP GFP -7% and H1N1 NS1A inhibition -11%.
Screening Cc1cc(C)nc(NS(=O)(=O)c2ccc(N=Cc3c(O)n(C)c(=O)n(C)c3=O)cc2)n1 returned H37Rv inhibition 25%, M. tuberculosis 25%, VEEV TC-83 Vero 0.9% and Salmonella PhoP GFP 1%.
`O=C(NCc1ccccn1)c1ccc(OC2CCN(Cc3ccc(Cl)s3)CC2)cc1` gave H37Rv inhibition 9%, M. tuberculosis 27%, VEEV TC-83 Vero inactive, Salmonella PhoP GFP 17% and H1N1 NS1A inhibition 5%.
For CCC(=O)Nc1ccc(C(=O)Nc2cc(C)on2)cc1 the results were H37Rv inhibition 5%, M. tuberculosis 2%, VEEV TC-83 Vero inactive, Salmonella PhoP GFP 1% and H1N1 NS1A inhibition 4%.

Outcome played no part in choosing rows (roughly 1.5% active in at least one column).
